Hck Nef HTS – inhibitors of human Hck kinase activated by Nef | 220,000 tested, 0.68% active | P08631 | AID 463187 | inhibition, % at 20 µM | Recombinant Hck-YEEI plus Nef, Z-Lyte FRET kinase assay;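 active means Hck-Nef kinase inhibition above about 50%, limit read from the data; inactive means inhibition below that limit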;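 further: 0% = DMSO with Hck plus Nef and 100% = Hck alone without Nef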
Runt-CBFb FRET – blocks binding of human RUNX1 Runt domain to CBFb; 220,000 tested, 0.46% active; Q01196+Q13951; inhibition, % at 20 µM; Cerulean-Runt/Venus-CBFb FRET ratio 530/480, 1 h;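 active means inhibition over about 50% at 20 µM in the single-dose screen, limit read from the data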;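 further: 0% = DMSO wells and 100% = excess unlabeled CBFb competitor control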
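Assay system: Cerulean-Runt domain / Medium: Tris 50 mM pH 7.5, KCl, K2SO4, 0.01% BSA / Timing: protein complex preformed 1 h, compound exposure 1 h, room temperature, dark / Measured by: FRET, excitation 422 nm, emission at 530 and 480 nm / Evaluation: loss of energy transfer signal / Control set: 5 µM unlabeled CBFb as full-inhibition high control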
NPY Y1 blocker – NPY-Y1 (human) receptor antagonism; P25929; HEK293-CNG Y1 cells, membrane potential fluorescence; NPY at EC95, then isoproterenol; inhibition, % at 3.6 µM; 200,000 tested, 1% active;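 active means inhibition above the campaign mean inhibition of all tested compounds plus 3 SD, cut at about 20% in these data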;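 further: 0% = DMSO wells given NPY plus isoproterenol and 100% = isoproterenol alone without NPY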
Target sequence (P25929 whole entry, looked up): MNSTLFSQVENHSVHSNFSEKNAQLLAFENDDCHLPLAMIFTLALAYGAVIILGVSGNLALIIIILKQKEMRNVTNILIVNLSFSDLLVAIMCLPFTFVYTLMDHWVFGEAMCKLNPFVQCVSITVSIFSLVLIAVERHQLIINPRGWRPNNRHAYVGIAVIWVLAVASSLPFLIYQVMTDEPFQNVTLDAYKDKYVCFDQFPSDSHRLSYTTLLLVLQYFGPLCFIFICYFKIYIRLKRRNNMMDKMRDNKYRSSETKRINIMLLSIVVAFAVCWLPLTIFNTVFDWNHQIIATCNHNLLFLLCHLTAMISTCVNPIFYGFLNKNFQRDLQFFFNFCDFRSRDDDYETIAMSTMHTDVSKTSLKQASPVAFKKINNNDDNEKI
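Assay system: HEK293 Y1/CNG channel cell line; Doses: single compound dose of 3.6 µM, 0.4% DMSO; Timing: dye 3 h, compound 60 min room temperature, stimulation 45 min; Technique: Membrane-potential fluorescent dye readout; Measure: % inhibition of NPY effect.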
p97 ATPase inh – blocks human p97 ATPase activity | 220,000 tested, 0.42% active | inhibition, % at 8 µM | recombinant p97 ATPase, Kinase-Glo ATP luminescence, 3 h | AID 1481; in the data active means inhibition above about 15%;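 further: 0% = DMSO vehicle and 100% = wells lacking enzyme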
Mdm2 ligase inh – inhibitors of human Mdm2 E3 ubiquitin ligase; cell-based MDM2 ubiquitination luciferase reporter, 2 h; 0 = plate control, 100 = twice control, blank-subtracted; signal enhancement, % at 5 µM; 210,000 tested, 0.11% active;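 active means signal enhancement of 30% or more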;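 further: luminescence tracks abundance of the self-degrading MDM2-luciferase fusion protein; higher signal means inhibition of MDM2 E3 ligase activity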
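Test system: mammalian cells stably expressing self-ubiquitinating, self-degrading MDM2 E3–luciferase fusion; Amount: 2000 cells in each well; Medium: DMEM; Schedule: 4 h settle plus 2 h compound, 37 °C; Technique: SteadyLite luciferase luminescence after 15 min room-temperature reagent incubation; Benchmarks: plate control and blank wells.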
Runt-SMMHC FRET – Runt domain-CBFb-SMMHC interaction inhibition; Q01196+Q13951; Cerulean-Runt/Venus-CBFb-SMMHC FRET ratio 530/480, 1 h; inhibition, % at 20 µM; 220,000 tested, 0.74% active; AID 1434;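 active means mean inhibition across duplicate retests at 20 µM reaching about 50%, limit read from the data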;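 further: 0% = DMSO wells and 100% = wells with excess untagged CBFb-SMMHC; inhibitors lower the FRET ratio by blocking Runt binding to CBFb-SMMHC; some results filed as inactive read as strong as hits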
RBBP9 inh – inhibitors of human serine hydrolase RBBP9; AID 1515; recombinant RBBP9, FP-Rh probe fluorescence polarization; O75884; inhibition, % at 7.94 µM; 220,000 tested, 0.2% active;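 active means inhibition above the campaign mean of all tested compounds plus 3 SD, cut at about 14% in these data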;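 further: plate controls were DMSO wells with RBBP9 for no effect and wells lacking RBBP9 protein for full effect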
Target sequence (O75884 whole entry, looked up): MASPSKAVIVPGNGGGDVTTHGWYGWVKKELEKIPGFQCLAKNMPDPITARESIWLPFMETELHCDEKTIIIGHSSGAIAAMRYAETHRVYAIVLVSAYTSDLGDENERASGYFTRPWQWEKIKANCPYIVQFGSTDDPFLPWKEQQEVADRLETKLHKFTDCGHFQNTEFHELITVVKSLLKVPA
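System: RBBP9 protein | Quantity: 2.5 µM RBBP9 dispensing solution, before mixing | Reagent: FP-Rh probe, 375 nM dispensing solution | Timing: Enzyme-compound preincubation 30 min, then probe labeling 45 min, 25 °C | Measured by: Fluorescence polarization | Read-out: % inhibition | Replication: One well per compound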
NPY-Y1 PAM-ag – potentiates or activates human NPY-Y1 receptor; P25929; NPY-Y1 expressing cells, potentiator/agonist activation; activation, % at 3.6 µM; 220,000 tested, 0.37% active; AID 1304; in the data active means activation above about 33%, passing the limit was not always enough;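 further: cells stimulated with NPY at EC10 then isoproterenol at EC100; 0% = low agonist plus stimulus and 100% = saturating agonist plus stimulus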
NPY2 pot ag – potentiators or agonists of human neuropeptide Y receptor Y2 | AID 1359 | 220,000 tested, 0.45% active | cells expressing NPY-Y2, potentiator/agonist read-out | activation, % at 3.6 µM; in the data active means activation above about 27%;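 further: cells stimulated with NPY near EC25 plus isoproterenol at EC100; 0% = vehicle plus submaximal agonist and 100% = vehicle plus saturating agonist; some results beyond the cut were filed as inactive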
Target sequence (P49146 whole entry, looked up): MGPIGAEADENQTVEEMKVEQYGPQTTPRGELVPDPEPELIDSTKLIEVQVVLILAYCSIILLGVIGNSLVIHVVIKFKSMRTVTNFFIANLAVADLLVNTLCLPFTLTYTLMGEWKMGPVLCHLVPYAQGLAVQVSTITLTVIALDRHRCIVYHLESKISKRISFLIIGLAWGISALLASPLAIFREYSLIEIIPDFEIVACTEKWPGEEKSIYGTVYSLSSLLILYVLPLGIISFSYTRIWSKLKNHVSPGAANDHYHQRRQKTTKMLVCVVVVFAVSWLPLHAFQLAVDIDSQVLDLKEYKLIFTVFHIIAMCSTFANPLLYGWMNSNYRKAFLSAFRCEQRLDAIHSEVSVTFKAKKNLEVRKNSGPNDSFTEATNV
* hit, by the source's call; . = no result given.

Hck Nef HTS,Runt-CBFb FRET,NPY Y1 blocker,p97 ATPase inh,Mdm2 ligase inh,Runt-SMMHC FRET,RBBP9 inh,NPY-Y1 PAM-ag,NPY2 pot ag,SMILES
1,0,-5,-5,-14,3,-10,6,-19,CCC(=O)Nc1cccc(-c2nnc(SCC(=O)c3ccccc3)n2C)c1
4,-4,7,-5,-7,-1,-4,8,-20,Cc1ccc(N(C)C(=O)N2CCN(S(=O)(=O)c3ccc4ccccc4c3)CC2)cc1
2,-2,9,4,-7,-11,-1,3,13,COc1ccc(C(=O)COC(=O)c2ccc(NC(=O)c3ccccc3)cc2)cc1
2,2,6,-5,-6,4,-5,-32,-9,COc1ccc(CNC(=O)CCCOc2cc(=O)n(C)c3ccccc23)cc1
6,-4,7,1,-11,0,0,-19,-31,C/C(Cl)=C/Cn1c(=O)c2c(nc(Br)n2Cc2ccccc2)n(C)c1=O
-44,42,.,-3,-1,10,-13,4,1,S=c1nc(-c2ccc(Cl)cc2)[nH][nH]1
11,2,.,7,-1,1,-3,-1,-9,O=C(O)/C=C/C(=O)N(CC1CCCO1)C1CC(=O)N(c2c(Cl)cccc2Cl)C1=O (stereo unspecified)
0,6,0,0,-14,3,-6,-18,-5,CC(/C=C/c1ccco1)=N\NC(=O)c1cccc(Cl)c1
14,0,4,4,5,1,3,-3,-11,COCCNC(=O)CN(C(=O)Cn1nnc2ccccc21)c1cc(C)cc(C)c1
11,5,-2,0,4,-1,-13,-16,-3,O=S(=O)(c1ccc2c(c1)OCCO2)N1CCN(c2cccc(Cl)c2)CC1
0,8,3,-1,-13,6,-3,-24,6,O=C(c1ccco1)N1CCN(S(=O)(=O)c2ccc(Br)s2)CC1
39,4,.,-3,.,-2,-20,80*,82*,O=C(Nc1nc2ccccc2s1)C1CCN(S(=O)(=O)c2cc([N+](=O)[O-])ccc2Cl)CC1
3,-2,-4,9,-4,-3,4,3,-1,Cc1cc2cc(NC(=O)c3ccco3)ccc2[nH]1
1,-3,-3,-3,-69,-3,-2,7,-6,CCCOc1ccccc1-n1sc2c(c1=S)-c1cc(OC)cc3c1N(C(=O)C3=O)C2(C)C
13,3,.,2,-12,-1,-1,8,-20,CC(C)OC(=O)CSc1nnc(C2CCCCC2)n1N
3,-1,-3,-3,-1,-6,2,-12,0,COc1cc(NC(C)C(=O)N2CC(C)OC(C)C2)cc(OC)c1 (stereo unspecified)
5,-1,4,-2,13,0,-8,-1,4,COc1ccc(/C=C(\C#N)C(=O)NCCCn2ccnc2)cc1
0,3,0,5,6,-2,-3,7,-15,CC1(C)CC(=O)c2cnc(NCC3CCCO3)nc2C1 (stereo unspecified)
1,1,4,-1,-9,3,-7,16,-11,Cc1cccc(NC(=S)N(CCN(C)C)C(C)c2ccco2)c1 (stereo unspecified)
16,0,6,3,-4,-3,-1,-5,-9,COC(=O)c1ccccc1NC(=O)c1cnn2c(C)cc(C)nc12
13,8,0,1,-32,34,-9,-6,2,COc1ccccc1-n1c(C)cc(/C=C2/C(=N)N3C(=NC2=O)SN=C3S(C)(=O)=O)c1C
3,-1,31*,2,-30,3,2,-36,0,CCCCNc1cc(C)nc(NCc2ccccc2)n1
-1,-1,-1,4,-6,-1,-2,2,-1,CC1CCN(CCCCOc2ccc(Br)cc2)CC1
3,45,7,-3,.,39,-11,4,2,O=c1[nH]c(N/N=C/c2ccc(O)cc2)nc2ccccc12
1,-3,4,1,-10,-8,-6,8,1,Cc1ccc(C)c(-n2c(Cc3cc(=O)[nH]c(=O)[nH]3)nnc2SCC(=O)NCC2CCCO2)c1 (stereo unspecified)
1,-1,4,-3,-14,0,-12,-10,11,O=C(Nc1c(Cl)cc(Cl)cc1C(=O)NCc1cccnc1)c1ccc(Cl)cc1Cl
0,2,3,0,5,2,3,-8,-4,COc1cc(C(=S)N2CCOCC2)cc(OC)c1OS(=O)(=O)c1ccc(NC(C)=O)cc1
37,-2,-1,6,-1,0,-7,13,5,COc1cc(/C=C2\C(=O)N(c3ccc(S(N)(=O)=O)cc3)N=C2C)ccc1OC(=O)c1ccco1
40,-1,2,4,-5,2,-8,-3,5,Nc1[nH][nH]c(=O)c1N=Nc1cccc(Cl)c1
10,0,-1,6,.,1,7,3,-31,COc1ccc2[nH]c3c(=O)n4c(nc3c2c1)SCCC4
-7,-2,4,-3,-9,0,-6,-2,3,Cc1ccc(NC(=O)CN2C(=O)COc3ccc(C)cc32)nc1
0,6,3,6,-25,23,-7,22,-14,N#C/C(=C\c1ccc(-c2ccccc2)o1)C(=O)Nn1cnnc1
7,2,-4,5,-11,-8,11,0,12,CCOc1cc(C(N)=O)cc(Br)c1OC
4,0,-4,4,-10,-4,-3,12,11,CCCOc1ccc(C(=O)NCC(c2ccco2)N(C)C)cc1OC (stereo unspecified)
3,-1,.,-4,-13,0,-7,-4,-12,OC1(CC#CCN2CCCCC2)c2ccccc2-c2ccccc21
7,0,2,-2,-4,3,1,-14,-24,CCOC(=O)C1(Cc2cccc(Cl)c2)CCCN(C(=O)CCC(=O)N(C)C)C1 (stereo unspecified)
-2,-2,-3,6,-14,-2,0,-8,-19,Cc1nn(C)c(Cl)c1CN1CCN(CC(C)C)C(CCO)C1 (stereo unspecified)
-2,3,-3,0,3,-4,-5,-13,-8,Cc1sc2ncn(CC(=O)NCCN3CCOCC3)c(=O)c2c1S(=O)(=O)N1CCC(C)CC1
0,1,6,-4,-9,3,-8,-8,-2,O=C(Nc1ccc([N+](=O)[O-])cn1)c1cc(-c2cccc(Br)c2)nc2ccccc12
24,-5,19,0,-31,-6,-2,-12,-15,COc1ccc(-c2ocnc2C(=O)N2CCN(C(c3ccccc3)c3ccccc3)CC2)cc1
-1,0,6,5,-7,0,-5,5,-2,CSc1nc(-c2ccccc2)nc(NC(=O)C(C)C)c1C(C)=O
1,-1,-3,3,1,-1,-4,-14,-9,Cc1cccc(OCC(=O)OCC(=O)c2c(N)n(C)c(=O)n(C)c2=O)c1
0,0,0,3,-4,4,-8,-1,4,CCC(c1ccccc1)c1nc(-c2cccnc2)no1 (stereo unspecified)
3,2,-3,-1,-16,2,-2,2,-4,COc1ccc2c(c1OC)C(=O)N1c3ccccc3COC21 (stereo unspecified)
24,-2,.,2,-9,-1,4,72*,-6,O=C1N=c2ccccc2=C1c1sc(=S)n(Cc2ccccc2Cl)c1O
-3,-2,8,-2,.,0,-5,-7,-3,CCC(C)[C@@H](CN(N=O)[C@@H](Cc1ccccc1)CN(C)N=O)N(CCc1ccccc1)N=O (stereo partly specified)
18,21,.,2,-10,54,17*,-5,-14,CCOC(=O)c1c(C)n(C)c2cc(Br)c(O)c(O)c12
34,.,6,5,-23,.,-1,12,8,C=CCn1c(=O)/c(=C2/Sc3cc(OC)ccc3N2C)s/c1=C1\C(=O)N(CC)C(=S)N1C
12,0,.,1,-5,-2,-4,-34,-33,CCOC(=O)c1c(CSc2ccccc2)oc2cc(Br)c(O)c(CN(C)C)c12
58*,9,3,0,-11,26,-1,8,19,CCOC(=O)C1=CN(Cc2ccc(OC)cc2)C=C(C(=O)OCC)C1c1cccs1

Records listed so far shown as hits in RBBP9 inh:
Hck Nef HTS,Runt-CBFb FRET,NPY Y1 blocker,p97 ATPase inh,Mdm2 ligase inh,Runt-SMMHC FRET,RBBP9 inh,NPY-Y1 PAM-ag,NPY2 pot ag,SMILES
18,21,.,2,-10,54,17*,-5,-14,CCOC(=O)c1c(C)n(C)c2cc(Br)c(O)c(O)c12

Exported with bars between the fields: entries from further up
structure | Hck Nef HTS | Runt-CBFb FRET | NPY Y1 blocker | p97 ATPase inh | Mdm2 ligase inh | Runt-SMMHC FRET | RBBP9 inh | NPY-Y1 PAM-ag | NPY2 pot ag
Cc1cccc(OCC(=O)OCC(=O)c2c(N)n(C)c(=O)n(C)c2=O)c1 | 1 | -1 | -3 | 3 | 1 | -1 | -4 | -14 | -9
CCC(c1ccccc1)c1nc(-c2cccnc2)no1 (stereo unspecified) | 0 | 0 | 0 | 3 | -4 | 4 | -8 | -1 | 4
COc1ccc2c(c1OC)C(=O)N1c3ccccc3COC21 (stereo unspecified) | 3 | 2 | -3 | -1 | -16 | 2 | -2 | 2 | -4
O=C1N=c2ccccc2=C1c1sc(=S)n(Cc2ccccc2Cl)c1O | 24 | -2 | . | 2 | -9 | -1 | 4 | 72* | -6
CCC(C)[C@@H](CN(N=O)[C@@H](Cc1ccccc1)CN(C)N=O)N(CCc1ccccc1)N=O (stereo partly specified) | -3 | -2 | 8 | -2 | . | 0 | -5 | -7 | -3
CCOC(=O)c1c(C)n(C)c2cc(Br)c(O)c(O)c12 | 18 | 21 | . | 2 | -10 | 54 | 17* | -5 | -14
